IEC-6 tox: IEC-6 cytotoxicity, counter-screen for KLF5 inhibitors. AID 1825. luminescence viability. hit rate 0.78% among 290,000. inhibition, % at 5 µM; in the data active means inhibition above about 22%;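 further: 0% = plate median of test compound wells and 100% = cytotoxic reference compound wells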
HIF activator: HIF pathway transcriptional activation. hit rate 0.32% among 300,000. AID 1910. U2OS HRE-luciferase reporter, luminescence; normalized: DMSO 0%, desferrioxamine 100%. activation, % at 7.5 µM (by protocol);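 active means mean activation of at least 10% of the iron chelator positive control signal, with at least half of replicates also reaching 10%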
TRPC4 inh: blocks the mouse TRPC4 cation channel; AID 2247; HEK293 TRPC4beta/mu-opioid, DAMGO-evoked Fluo4 calcium flux; stronger effect = lower value; Q9QUQ5; B-score at 10 µM; hit rate 0.39% among 300,000;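 active means B-score over 3 SD under the library average, no early fluorescence shift, positive overall ratio signal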
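Assay system: Stable TRPC4beta/mu-opioid receptor HEK293 cells | Reagent: DAMGO in two steps, submaximal then maximal | Compound dosing: Single concentration per test compound | Signal: Fluo4 Ca2+ flux fluorescence | Evaluation: Per-well B score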
SKKanGAS inh: blocks kanamycin growth of S. pyogenes SKKanGAS strain; inhibition, % at 7.5 µM; hit rate 1.3% among 300,000; BacTiter-Glo, 6 h;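 active means mean replicate score, as percent of positive control median, at least 50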;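 further: strain carries kanamycin resistance gene driven by streptokinase promoter and grows in 40 µg/ml kanamycin; loss of luminescence reflects streptokinase promoter inhibition or plain growth inhibition; 0% = median of DMSO wells and 100% = positive control at its reference dose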
TRPC6 activator: mouse TRPC6 channel activation; Q61143; HEK293-TRPC6 membrane potential dye fluorescence; stronger effect = higher value; B-score at 10 µM; hit rate 0.13% among 310,000; AID 2550;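 active means B-score of the integrated fluorescence ratio above library mean plus 3 SD, and starting fluorescence ratio within library mean plus 5 SD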;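 further: higher score means more depolarization so channel activation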
Target sequence (Q61143 whole entry, looked up): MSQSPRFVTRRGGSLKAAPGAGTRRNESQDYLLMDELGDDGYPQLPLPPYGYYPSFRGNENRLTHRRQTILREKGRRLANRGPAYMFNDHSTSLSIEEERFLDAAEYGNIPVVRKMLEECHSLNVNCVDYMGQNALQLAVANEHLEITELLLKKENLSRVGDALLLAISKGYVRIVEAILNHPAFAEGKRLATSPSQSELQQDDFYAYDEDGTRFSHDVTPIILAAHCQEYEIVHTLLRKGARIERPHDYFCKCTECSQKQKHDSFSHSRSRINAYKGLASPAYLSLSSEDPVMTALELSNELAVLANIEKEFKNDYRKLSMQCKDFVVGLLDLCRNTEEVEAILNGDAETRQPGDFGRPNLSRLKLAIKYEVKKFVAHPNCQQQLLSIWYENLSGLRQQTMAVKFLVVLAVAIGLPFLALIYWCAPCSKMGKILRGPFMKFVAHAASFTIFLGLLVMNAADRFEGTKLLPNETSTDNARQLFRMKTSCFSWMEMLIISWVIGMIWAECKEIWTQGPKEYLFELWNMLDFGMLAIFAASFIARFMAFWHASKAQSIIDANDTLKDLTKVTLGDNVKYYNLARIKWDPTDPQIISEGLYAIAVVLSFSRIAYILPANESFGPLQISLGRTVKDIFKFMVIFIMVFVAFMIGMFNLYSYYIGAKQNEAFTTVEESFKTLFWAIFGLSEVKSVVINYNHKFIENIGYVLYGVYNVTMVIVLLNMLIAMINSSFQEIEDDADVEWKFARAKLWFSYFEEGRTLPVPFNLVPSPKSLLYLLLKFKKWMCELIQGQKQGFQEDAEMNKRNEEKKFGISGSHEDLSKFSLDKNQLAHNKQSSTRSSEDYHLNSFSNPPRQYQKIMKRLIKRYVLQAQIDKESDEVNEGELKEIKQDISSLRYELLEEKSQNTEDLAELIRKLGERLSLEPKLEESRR
MrgX1 antag: antagonists of human MrgX1 receptor | Q96LB2 | MRGX1-HEK293 calcium flux, Fluo-4, BAM8-22 antagonism; stronger effect = lower value | B-score at 10 µM | hit rate 1.3% among 310,000 | AID 588676;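 active means calcium-response B-score plate-corrected more than 3 library SD below zero, starting fluorescence within 5 deviations, no agonist response on first addition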;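 further: peak minus trough fluorescence over baseline after final BAM8-22 challenge near maximal dose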
TRPC6 inh: inhibitors of mouse TRPC6 channel | Q61143 | AID 2553 | hit rate 1.1% among 310,000 | B-score at 10 µM | HEK293-TRPC6, membrane potential dye, ACh-evoked depolarization; stronger effect = lower value;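 active means B-score under library mean minus 3 SD, initial fluorescence not abnormally high, positive integrated signal ratio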;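 further: B-score derived from integrated fluorescence ratio over the kinetic read; more negative B-score means stronger inhibition of depolarization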
aSyn 5UTR inh: 5' untranslated region of α-synuclein, MLPCN primary screen | alpha-synuclein 5'UTR reporter, inhibitor activity | inhibition, % (tested at 7.5 µM) | hit rate 0.82% among 300,000 | AID 1813; in the data active means inhibition above about 60%;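 further: H4 neuroglioblastoma cells stably carrying SNCA 5'UTR luciferase fusion; 0% = DMSO wells and 100% = positive control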
TRPC4 agonist: opens the mouse TRPC4 cation channel; hit rate 0.49% among 310,000; AID 2237; B-score at 10 µM; HEK293 TRPC4beta/mu-opioid, Fluo4 calcium fluorescence; stronger effect = higher value; Q9QUQ5;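 active means B-score above 5 SD of library B-scores, and initial fluorescence ratio not above library mean plus 5 SD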;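 further: positive B-score marks a calcium rise read as TRPC4 activation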
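Test system: HEK293 cells stably co-expressing mouse TRPC4beta and mu-opioid receptor | Schedule: Fluo4 dye loading 45 min at room temperature, 110 s recording | Measured by: Kinetic Fluo4 calcium fluorescence, 5 s baseline at 1 Hz | Evaluation: B score of integrated ratio | Controls: Buffer (low) and maximal DAMGO (high)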
KLF5 inh: kruppel-like factor 5 inhibition | hit rate 0.23% among 290,000 | DLD-1 KLF5 promoter-luciferase reporter, luminescence | inhibition, % at 5 µM;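 active means inhibition above a per-plate limit of that plate's mean compound inhibition plus 3 SD, cut at about 60% in these data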;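 further: 0% = DMSO wells and 100% = LY294002 at 200 µM; higher means less KLF5 promoter-driven luciferase light; inactives centre near -14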
TRPC4 PAM: allosterically enhances the mouse TRPC4 cation channel | Q9QUQ5 | hit rate 0.42% among 310,000 | HEK293 TRPC4beta/mu-opioid, DAMGO EC20, Fluo-4 Ca2+ flux; stronger effect = higher value | B-score at 10 µM | AID 2227;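 active means B-score of calcium response area above 5 SD of library B-scores, with initial fluorescence ratio within 5 SD of library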;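 further: B-score of integrated fluorescence ratio over time as area under calcium response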
An asterisk follows results filed as active; i = inactive; / = not tested or not shown.

1: CCCCC(=O)Oc1c(S(=O)(=O)c2ccccc2)c(C)nn1C(C)(C)C
2: Cc1cc(NC(=O)c2ccc(Cl)cc2)n(CCC#N)n1
3: COc1ccc(C2=CC3=C(Br)C(=O)C(C)(O)C(=O)C3=CO2)cc1 (stereo not drawn)
4: O=C(N/N=C/C(Br)=C/c1ccccc1)c1ccccc1[N+](=O)[O-]
5: COC(=O)[C@H](Cc1ccccc1)NC(=O)N1CCCCC1
6: CCc1ccc(C2C3=C(CC(C)(C)CC3=O)OC3=C2C(=O)CC(C)(C)C3)cc1
7: O=C(CCNC(=O)c1ccccc1Cl)OCC(=O)c1ccccc1
8: CCC1(c2ccc(F)cc2)NC(=O)N(CC(=O)Nc2cccc(S(=O)(=O)N3CCCCC3)c2)C1=O (stereo not drawn)
screen / no.,1,2,3,4,5,6,7,8
IEC-6 tox,4,-4,/,11,-1,4,6,/
HIF activator,-11,0.0,1.0,-1.0,0.1,0.3,0.3,-1.5
TRPC4 inh,i,i,i,i,i,i,/,i
SKKanGAS inh,1,-5,2,-21,0,3,0,6
TRPC6 activator,i,i,i,i,i,i,i,i
MrgX1 antag,i,i,i,i,i,i,i,i
TRPC6 inh,i,i,i,i,i,i,i,i
aSyn 5UTR inh,-18,-2,-10,-76,0,-1,-9,-28
TRPC4 agonist,i,i,i,i,i,i,i,i
KLF5 inh,7,-16,/,-30,10,-4,-15,/
TRPC4 PAM,i,i,i,12*,i,i,i,12*

9: O=C(CSc1ccccc1Cl)N1CCC(c2nc3ccccc3s2)CC1
10: Cn1c(C(=O)NCC2CCCO2)cc2c(=O)n(C)c3ccccc3c21 (stereo not drawn)
11: CCOc1cc(CNS(=O)(=O)c2ccc3c(c2)CC(=O)N3C)cc(OCC)c1OCC
12: COc1ccc([N+](=O)[O-])cc1NC(=O)Cn1ccsc1=N
13: Fc1ccc(/C=N/NC(=S)Nc2ccc(Cl)cc2Cl)cc1
14: COc1cc(OC)c(C2CC(=O)N3CN(c4ccc(C)cc4)CSC3=C2C#N)cc1OC (stereo not drawn)
15: O=C1COc2ccc(S(=O)(=O)NCCc3ccc(Cl)cc3)cc2N1
16: COc1ccc(C)cc1NCc1cc(=O)oc2cc(-c3ccccc3)c(O)cc12
screen / no.,9,10,11,12,13,14,15,16
IEC-6 tox,1,4,5,-1,-5,-1,-5,2
HIF activator,/,0.1,-0.2,0.1,1.4,1.9,-0.2,0.0
TRPC4 inh,i,i,i,i,i,i,i,i
SKKanGAS inh,9,-14,5,3,-6,1,-28,39
TRPC6 activator,i,i,i,i,i,i,i,i
MrgX1 antag,i,i,i,i,i,i,i,i
TRPC6 inh,i,i,i,i,i,i,i,i
aSyn 5UTR inh,/,-22,-4,-5,-29,-127,-24,-48
TRPC4 agonist,i,i,i,i,i,i,i,i
KLF5 inh,3,2,-30,-16,-33,-14,14,-4
TRPC4 PAM,i,i,i,i,i,i,i,i

Twelve entries from above, sorted by molar mass, rising.
2: Cc1cc(NC(=O)c2ccc(Cl)cc2)n(CCC#N)n1
5: COC(=O)[C@H](Cc1ccccc1)NC(=O)N1CCCCC1
12: COc1ccc([N+](=O)[O-])cc1NC(=O)Cn1ccsc1=N
10: Cn1c(C(=O)NCC2CCCO2)cc2c(=O)n(C)c3ccccc3c21 (stereo not drawn)
13: Fc1ccc(/C=N/NC(=S)Nc2ccc(Cl)cc2Cl)cc1
7: O=C(CCNC(=O)c1ccccc1Cl)OCC(=O)c1ccccc1
4: O=C(N/N=C/C(Br)=C/c1ccccc1)c1ccccc1[N+](=O)[O-]
3: COc1ccc(C2=CC3=C(Br)C(=O)C(C)(O)C(=O)C3=CO2)cc1 (stereo not drawn)
16: COc1ccc(C)cc1NCc1cc(=O)oc2cc(-c3ccccc3)c(O)cc12
9: O=C(CSc1ccccc1Cl)N1CCC(c2nc3ccccc3s2)CC1
screen / no.,2,5,12,10,13,7,4,3,16,9
IEC-6 tox,-4,-1,-1,4,-5,6,11,/,2,1
HIF activator,0.0,0.1,0.1,0.1,1.4,0.3,-1.0,1.0,0.0,/
TRPC4 inh,i,i,i,i,i,/,i,i,i,i
SKKanGAS inh,-5,0,3,-14,-6,0,-21,2,39,9
TRPC6 activator,i,i,i,i,i,i,i,i,i,i
MrgX1 antag,i,i,i,i,i,i,i,i,i,i
TRPC6 inh,i,i,i,i,i,i,i,i,i,i
aSyn 5UTR inh,-2,0,-5,-22,-29,-9,-76,-10,-48,/
TRPC4 agonist,i,i,i,i,i,i,i,i,i,i
KLF5 inh,-16,10,-16,2,-33,-15,-30,/,-4,3
TRPC4 PAM,i,i,i,i,i,i,12*,i,i,i

11: CCOc1cc(CNS(=O)(=O)c2ccc3c(c2)CC(=O)N3C)cc(OCC)c1OCC
8: CCC1(c2ccc(F)cc2)NC(=O)N(CC(=O)Nc2cccc(S(=O)(=O)N3CCCCC3)c2)C1=O (stereo not drawn)
screen / no.,11,8
IEC-6 tox,5,/
HIF activator,-0.2,-1.5
TRPC4 inh,i,i
SKKanGAS inh,5,6
TRPC6 activator,i,i
MrgX1 antag,i,i
TRPC6 inh,i,i
aSyn 5UTR inh,-4,-28
TRPC4 agonist,i,i
KLF5 inh,-30,/
TRPC4 PAM,i,12*

Later entries
17: C=CCn1c(=O)c(C#N)cc2c(=O)n3ccccc3nc21
18: Cn1ncc(N=Cc2ccccc2)c1C(=O)Nc1cccc(Cl)c1
19: COc1ccc(N/C(=N\c2nc(C)cc(C)n2)NC(C)=O)cc1OC
20: Cc1ccc(C)c(N=Nc2nc3ccccc3n2C)c1
21: CCOc1ccc(NC(=O)CCNC(=O)c2ccco2)cc1
22: CCN(CC(=O)Nc1ccc(NC(C)=O)cc1)C(=O)Cc1coc2cc(C)c(C)cc12
23: CCOc1ccc(N2C(=O)NC(Cc3c[nH]c4ccccc34)C2=O)cc1 (stereo not drawn)
24: COc1cc2c(cc1OC)C(C)N(C(=S)NC(=O)c1ccccc1)CC2 (stereo not drawn)
screen / no.,17,18,19,20,21,22,23,24
IEC-6 tox,0,4,-3,11,-2,/,-1,6
HIF activator,-0.1,0.6,0.8,4.3,0.3,-0.1,-0.2,-0.2
TRPC4 inh,i,i,i,i,i,i,i,i
SKKanGAS inh,3,5,-1,5,-1,-1,-7,-4
TRPC6 activator,i,i,i,i,i,i,i,i
MrgX1 antag,i,i,i,i,i,i,i,i
TRPC6 inh,i,i,i,i,i,i,i,i
aSyn 5UTR inh,9,-47,-16,-202,-1,-3,15,41
TRPC4 agonist,i,i,i,i,i,i,i,i
KLF5 inh,2,-20,-19,-32,-8,/,-16,16
TRPC4 PAM,i,i,i,i,i,i,i,i
